INS-1E_ATP_HTS = protection of INS-1E cells from cytokine death, primary screen, ATP luminescence, single point | protection from cytokine-induced ATP loss, % at 10 µM | 20,000 compounds, 0.1% hits | INS-1E cytokine-induced death, 48 h; normalised: neutral wells 0, positive control 100;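 active = mean replicate protection from cytokine-induced ATP loss at least 50% and at least 75% of replicates each reaching 50%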
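Assay system – rat INS-1E insulinoma cell line · Quantity – 8000 cells per well · Buffer or medium – RPMI without phenol red, 5% FBS · Schedule – 48 h co-treatment, 10 min post-lysis read · Technique – luminescent ATP assay (CellTiter-Glo)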
T_cruzi_HTS = inhibitors of intracellular Trypanosoma cruzi, primary screen, cell-based, plate reader, single point, set 2. activity score (inhibition), % at 5.01 µM. 22,000 compounds, 4.9% hits. intracellular Trypanosoma cruzi in host cells. AID 651903, 2012; in the data active = activity score above about 55%;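 note: parasites and compound incubated about four days before reading; 0% = median of neutral control wells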
* marks the source's active call; other numbers are inactive results; . = not tested or not shown.

SMILES INS-1E_ATP_HTS T_cruzi_HTS
C[C@@H]1CN([C@@H](C)CO)C(=O)c2cc(NC(=O)CCN3CCOCC3)ccc2O[C@@H]1CN(C)C(=O)Nc1cccc2ccccc12 -1 -8
C[C@H]1CN([C@@H](C)CO)C(=O)c2cc(NC(=O)Cc3cn(C)c4ccccc34)ccc2O[C@H]1CN(C)Cc1ccncc1 2 25
C[C@@H]1CCCCO[C@H](CN(C)C(=O)C2CCCCC2)[C@@H](C)CN([C@H](C)CO)C(=O)c2cc(NS(=O)(=O)c3cccs3)ccc2O1 5 16
C[C@@H]1CN([C@H](C)CO)C(=O)c2cccc(NC(=O)Nc3cccc4ccccc34)c2O[C@H]1CN(C)S(C)(=O)=O 11 -1
C[C@H]1CN([C@@H](C)CO)C(=O)CCCn2nncc2CO[C@@H]1CN(C)C(=O)Nc1ccccc1F 5 -15
C[C@@H]1CN([C@@H](C)CO)C(=O)c2cc(NC(=O)Cn3cnnn3)ccc2O[C@@H]1CN(C)C(=O)Nc1ccc(C(F)(F)F)cc1 3 2
C[C@H](CO)N1C[C@H](C)[C@H](CN(C)S(=O)(=O)c2ccccc2)Oc2c(NC(=O)Nc3ccccc3)cccc2C1=O -3 -8
C[C@H](CO)N1C[C@H](C)[C@H](CN(C)C(=O)NC2CCCCC2)Oc2ccc(NC(=O)C3CCCCC3)cc2CC1=O 0 -6
C[C@@H]1CN([C@@H](C)CO)C(=O)c2cccc(NC(=O)CCCCCC(=O)Nc3ccccc3N)c2O[C@H]1CN(C)C(=O)Nc1ccc(F)cc1 0 12
Cc1cc(C(=O)Nc2cccc3c2O[C@H](CN(C)Cc2ccncc2)[C@H](C)CN([C@@H](C)CO)C3=O)n(C)n1 -1 -17
COc1ccc(S(=O)(=O)Nc2ccc3c(c2)CC(=O)N([C@@H](C)CO)C[C@@H](C)[C@@H](CN(C)S(=O)(=O)c2ccc(F)cc2)O3)cc1 -8 63*
C[C@H]1CN([C@@H](C)CO)C(=O)c2cccc(NC(=O)C3CCOCC3)c2O[C@@H]1CN(C)CC1CCCCC1 -4 50
C[C@@H]1CN([C@H](C)CO)C(=O)c2cc(NC(=O)CCC(F)(F)F)ccc2O[C@@H]1CN(C)S(=O)(=O)c1ccc(Cl)cc1 -1 28
C[C@H]1CN([C@@H](C)CO)C(=O)Cc2cc(NC(=O)Cc3ccccc3)ccc2O[C@@H]1CN(C)C 0 -7
COc1ccc(S(=O)(=O)N(C)C[C@H]2Oc3ccc(NC(=O)Nc4ccccc4)cc3C(=O)N([C@H](C)CO)C[C@@H]2C)cc1 3 -4
Cc1noc(C)c1NC(=O)N(C)C[C@@H]1Oc2c(NC(=O)c3nc4ccccc4s3)cccc2C(=O)N([C@@H](C)CO)C[C@H]1C -1 9
C[C@@H]1CN([C@H](C)CO)C(=O)c2cc(NC(=O)CCN3CCOCC3)ccc2O[C@H]1CN(C)S(C)(=O)=O 8 -30
Cc1noc(C)c1S(=O)(=O)Nc1cccc2c1O[C@@H](CN(C)C(=O)Nc1ccccc1)[C@@H](C)CN([C@H](C)CO)C2=O 3 -8
CCCN(C)C[C@@H]1Oc2ncc(-c3cccc(F)c3)cc2C(=O)N([C@H](C)CO)C[C@@H]1C . 32
C[C@H]1CN([C@@H](C)CO)C(=O)c2cc(NC(=O)C3CCCCC3)ccc2O[C@@H]1CN(C)C 2 -22
C[C@@H]1CN([C@H](C)CO)C(=O)Cc2cc(NS(=O)(=O)c3ccc(Cl)cc3)ccc2O[C@H]1CN(C)Cc1ccc(C(=O)O)cc1 18 -29
C[C@@H]1CN([C@H](C)CO)C(=O)c2cccc(NC(=O)Nc3ccc(F)cc3)c2O[C@H]1CN(C)S(=O)(=O)c1ccc(Cl)cc1 40 9
COc1ccc(S(=O)(=O)Nc2cccc3c2O[C@@H](CN(C)Cc2ccc4c(c2)OCO4)[C@H](C)CN([C@@H](C)CO)C3=O)cc1 1 -12
Cc1noc(C)c1S(=O)(=O)Nc1ccc2c(c1)C(=O)N([C@H](C)CO)C[C@H](C)[C@@H](CN(C)C(=O)NC(C)C)O2 3 21
C[C@@H]1CCCCO[C@@H](CN(C)C)[C@@H](C)CN([C@H](C)CO)C(=O)c2cc(NS(=O)(=O)c3ccc(F)cc3)ccc2O1 15 -7
C[C@H](CO)N1C[C@H](C)[C@@H](CN(C)Cc2ccc(-c3ccccc3)cc2)Oc2ccc(NC(=O)CCCN(C)C)cc2C1=O -5 -11
COc1ccc(NC(=O)Nc2cccc3c2O[C@@H](CN(C)Cc2ccc(Oc4ccccc4)cc2)[C@@H](C)CN([C@H](C)CO)C3=O)cc1 -48 63*
C[C@H](CO)N1C[C@H](C)[C@H](CN(C)C(=O)Nc2ccc(C(F)(F)F)cc2)Oc2c(NS(C)(=O)=O)cccc2C1=O 10 -29
C[C@@H]1CN([C@H](C)CO)C(=O)c2cc(NS(=O)(=O)c3ccccc3)ccc2O[C@H]1CN(C)Cc1ccncc1 . -7
C[C@H]1CN([C@@H](C)CO)C(=O)c2cc(NC(=O)Nc3ccccc3)ccc2O[C@@H]1CN(C)S(C)(=O)=O 0 3
Cc1noc(C)c1NC(=O)Nc1ccc2c(c1)C(=O)N([C@H](C)CO)C[C@H](C)[C@H](CN(C)S(=O)(=O)c1ccc(Cl)cc1)OCCCC[C@@H](C)O2 5 -21
C[C@H]1CN([C@@H](C)CO)C(=O)CCCn2cc(nn2)CO[C@H]1CN(C)S(=O)(=O)c1cccc(F)c1 . -3
C[C@@H]1CN([C@H](C)CO)C(=O)c2cc(NC(=O)CCCCCC(=O)Nc3ccccc3N)ccc2O[C@H]1CN(C)C(=O)Nc1ccc(F)cc1 0 -24
COc1ccc(NC(=O)N(C)C[C@H]2Oc3c(NS(=O)(=O)c4ccc(OC)cc4)cccc3C(=O)N([C@H](C)CO)C[C@H]2C)cc1 1 -2
C[C@H](CO)N1C[C@H](C)[C@H](CN(C)Cc2ccc(C(F)(F)F)cc2)Oc2ccc(NC(=O)Nc3ccc(C(F)(F)F)cc3)cc2C1=O . 7
C[C@H]1CN([C@@H](C)CO)C(=O)c2cccc(NS(=O)(=O)c3cn(C)cn3)c2O[C@H]1CN(C)S(C)(=O)=O 6 41
C[C@@H]1CN([C@H](C)CO)C(=O)c2cc(NC(=O)Cn3cnnn3)ccc2O[C@@H]1CN(C)C(=O)Nc1ccc2c(c1)OCO2 2 -5
C[C@H]1CN([C@@H](C)CO)C(=O)c2cc(NC(=O)Nc3ccccc3)ccc2O[C@H]1CN(C)C(=O)Nc1ccc(C(F)(F)F)cc1 -4 -12
COc1ccc(NC(=O)N(C)C[C@@H]2Oc3ccc(NC(=O)CCCN(C)C)cc3C(=O)N([C@H](C)CO)C[C@@H]2C)cc1 0 -22
C[C@@H]1CN([C@@H](C)CO)C(=O)CCCn2cc(nn2)CO[C@H]1CN(C)C(=O)c1ccncc1 0 -21
COc1ccc(NC(=O)Nc2ccc3c(c2)CC(=O)N([C@H](C)CO)C[C@@H](C)[C@H](CN(C)Cc2ccc(C(=O)O)cc2)O3)cc1 4 -26
C[C@H]1CN([C@@H](C)CO)C(=O)c2cc(NC(=O)C3CC3)ccc2O[C@@H]1CN(C)S(=O)(=O)c1cccs1 3 -18
COc1ccc(CN(C)C[C@H]2Oc3ccc(NC(=O)Nc4ccc(OC)cc4)cc3C(=O)N([C@@H](C)CO)C[C@@H]2C)cc1 -3 -4
COc1ccc(NC(=O)N(C)C[C@@H]2Oc3ccc(NS(=O)(=O)c4ccc(F)cc4)cc3CC(=O)N([C@H](C)CO)C[C@@H]2C)cc1 4 -9
C[C@@H]1CN([C@H](C)CO)C(=O)c2cc(NC(=O)Cc3ccccc3)ccc2O[C@@H]1CN(C)S(=O)(=O)c1ccc(Cl)cc1 1 -6
C[C@H]1CN([C@@H](C)CO)C(=O)c2cccc(NS(=O)(=O)c3cn(C)cn3)c2O[C@H]1CN(C)Cc1ccc(Oc2ccccc2)cc1 3 7
C[C@@H]1CN([C@H](C)CO)C(=O)Cc2cc(NS(=O)(=O)c3ccccc3)ccc2O[C@H]1CN(C)C(=O)NC1CCCCC1 4 0
CNC[C@@H]1Oc2c(NC(=O)Nc3ccc4c(c3)OCO4)cccc2C(=O)N([C@@H](C)CO)C[C@H]1C 2 -20
C[C@H](CO)N1C[C@H](C)[C@H](CN(C)C(=O)Nc2cccc3ccccc23)Oc2ccc(NC(=O)Cc3cn(C)c4ccccc34)cc2C1=O -14 13
COc1ccc(NC(=O)N(C)C[C@H]2OCCCC[C@@H](C)Oc3ccc(NS(=O)(=O)c4ccc(C)cc4)cc3C(=O)N([C@H](C)CO)C[C@@H]2C)cc1 8 -7
COc1ccc(/C=N/NC(=O)c2cccc(C(=O)NO)c2)c(OC)c1 -1 -16
C[C@H]1CN([C@@H](C)CO)C(=O)c2cc(NS(=O)(=O)c3ccccc3)ccc2O[C@H]1CN(C)Cc1ccc(Oc2ccccc2)cc1 . 9
C[C@H](CO)N1C[C@H](C)[C@@H](CN(C)C(=O)Nc2ccc(C(F)(F)F)cc2)Oc2ccc(NC(=O)CCCCCC(=O)Nc3ccccc3N)cc2C1=O -13 -46
C[C@@H]1CN([C@@H](C)CO)C(=O)Cc2cc(NC(=O)Nc3ccc4c(c3)OCO4)ccc2O[C@@H]1CN(C)C(=O)Nc1ccc(F)cc1 -2 -3
C[C@H](CO)N1C[C@H](C)[C@H](CN(C)S(=O)(=O)c2cccs2)Oc2ccc(NC(=O)Nc3ccc4c(c3)OCO4)cc2C1=O 5 -10
Cc1noc(C)c1NC(=O)Nc1ccc2c(c1)C(=O)N([C@H](C)CO)C[C@H](C)[C@@H](CN(C)C(=O)Nc1cccc3ccccc13)OCCCC[C@@H](C)O2 9 -5
Cc1noc(C)c1NC(=O)N(C)C[C@@H]1Oc2ccc(NC(=O)CCC(F)(F)F)cc2C(=O)N([C@H](C)CO)C[C@@H]1C 4 -4
O=C(N/N=C/c1ccc([N+](=O)[O-])c(O)c1)c1ccccn1 -2 0
CNC[C@H]1Oc2c(NC(=O)Nc3ccc(OC)cc3)cccc2C(=O)N([C@@H](C)CO)C[C@@H]1C 7 38
Cc1noc(C)c1S(=O)(=O)N(C)C[C@@H]1OCCCC[C@@H](C)Oc2ccc(NC(=O)CCC(F)(F)F)cc2C(=O)N([C@H](C)CO)C[C@@H]1C 4 -2
Next structures.
SMILES INS-1E_ATP_HTS T_cruzi_HTS
C[C@H]1CN([C@@H](C)CO)C(=O)c2cc(NC(=O)Nc3ccccc3)ccc2O[C@@H]1CN(C)C 6 -1
Cc1noc(C)c1S(=O)(=O)N(C)C[C@H]1Oc2ccc(NC(=O)Cc3cn(C)c4ccccc34)cc2CC(=O)N([C@H](C)CO)C[C@H]1C 3 0
C[C@@H]1CN([C@H](C)CO)C(=O)c2cc(NS(=O)(=O)c3cn(C)cn3)ccc2O[C@H]1CN(C)Cc1ccncc1 . -17
C[C@@H]1CN([C@H](C)CO)C(=O)c2cc(NC(=O)Cc3cn(C)c4ccccc34)ccc2O[C@H]1CN(C)S(=O)(=O)c1cccs1 -7 1
Cc1noc(C)c1NC(=O)N(C)C[C@H]1Oc2c(NS(=O)(=O)c3c(C)noc3C)cccc2C(=O)N([C@H](C)CO)C[C@H]1C 8 1
COc1ccc(NC(=O)Nc2ccc3c(c2)C(=O)N([C@H](C)CO)C[C@@H](C)[C@@H](CN(C)Cc2ccc(-c4ccccc4)cc2)O3)cc1 -24 16
C[C@H]1CN([C@@H](C)CO)C(=O)c2cc(NS(=O)(=O)c3cn(C)cn3)ccc2O[C@@H]1CN(C)Cc1ccc2c(c1)OCO2 5 -1
C[C@@H]1CN([C@@H](C)CO)C(=O)c2cccc(NS(C)(=O)=O)c2O[C@@H]1CN(C)Cc1ccc(C(=O)O)cc1 12 -31
Cc1noc(C)c1S(=O)(=O)Nc1ccc2c(c1)CC(=O)N([C@H](C)CO)C[C@@H](C)[C@@H](CN(C)CC1CCCCC1)O2 5 -1
C[C@H](CO)N1C[C@H](C)[C@H](CN(C)S(C)(=O)=O)Oc2c(NC(=O)CCCCCC(=O)Nc3ccccc3N)cccc2C1=O -2 -28

Of the compounds above, eight have a CF3 group:
SMILES INS-1E_ATP_HTS T_cruzi_HTS
C[C@@H]1CN([C@@H](C)CO)C(=O)c2cc(NC(=O)Cn3cnnn3)ccc2O[C@@H]1CN(C)C(=O)Nc1ccc(C(F)(F)F)cc1 3 2
C[C@@H]1CN([C@H](C)CO)C(=O)c2cc(NC(=O)CCC(F)(F)F)ccc2O[C@@H]1CN(C)S(=O)(=O)c1ccc(Cl)cc1 -1 28
C[C@H](CO)N1C[C@H](C)[C@H](CN(C)C(=O)Nc2ccc(C(F)(F)F)cc2)Oc2c(NS(C)(=O)=O)cccc2C1=O 10 -29
C[C@H](CO)N1C[C@H](C)[C@H](CN(C)Cc2ccc(C(F)(F)F)cc2)Oc2ccc(NC(=O)Nc3ccc(C(F)(F)F)cc3)cc2C1=O . 7
C[C@H]1CN([C@@H](C)CO)C(=O)c2cc(NC(=O)Nc3ccccc3)ccc2O[C@H]1CN(C)C(=O)Nc1ccc(C(F)(F)F)cc1 -4 -12
C[C@H](CO)N1C[C@H](C)[C@@H](CN(C)C(=O)Nc2ccc(C(F)(F)F)cc2)Oc2ccc(NC(=O)CCCCCC(=O)Nc3ccccc3N)cc2C1=O -13 -46
Cc1noc(C)c1NC(=O)N(C)C[C@@H]1Oc2ccc(NC(=O)CCC(F)(F)F)cc2C(=O)N([C@H](C)CO)C[C@@H]1C 4 -4
Cc1noc(C)c1S(=O)(=O)N(C)C[C@@H]1OCCCC[C@@H](C)Oc2ccc(NC(=O)CCC(F)(F)F)cc2C(=O)N([C@H](C)CO)C[C@@H]1C 4 -2
